# SNCA expr inh: reduces expression of the alpha-synuclein gene; HEK-293 SNCA-luciferase knock-in, luminescence, 24 h; Potency, µM (titrated, usually from 57.2 µM), inactives show top-dose activity change, negative = inhibition, usual class: inhibitors; hit rate 0.17% among 140,000; AID 1671194;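 further: potency means the concentration at half of the fitted maximal effect; plate controls were DMSO cells for no effect and cell-free wells for full effect; nearly all actives have a fitted effect of over 45% in size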
# IP6K1 inhibitor: inhibitors of human IP6K1. Q92551. IP6K1 kinase, ADP-Glo luminescence, 2 h; active compounds read low. hit rate 0.81% among 140,000. activity change, % (series mostly up to about 58 µM). AID 1645851; in the data active means activity change below about -25%
#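 ADP-Glo luminescence measures ADP made by human IP6K1 during a 2 h RT reaction with ATP/IP6 (mix at 1.3 mM/130 uM); top library doses 57.5 and 19.1 uM final.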
# 3T3 cytotox: NIH 3T3 cell cytotoxicity; NIH 3T3 viability, CellTiter-Glo ATP luminescence, 48-72 h; Potency, µM (doses to about 96.7 µM), for inactives: at the highest dose activity change, negative = cytotoxicity, usual class: inhibitors; hit rate 4.3% among 94,000; further: potency means the concentration at half of the fitted maximal effect; nearly all actives have a fitted effect of over 55% in size
#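 Cytotoxicity is measured as loss of cellular ATP: NIH 3T3 cells (400/well) are exposed to compound for 48 or 72 hr at 37 °C, then CellTiter-Glo luminescence is imaged after 10 min at room temperature.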
# GPT2 inh: blocks human glutamate pyruvate transaminase 2. Q8TD30. Recombinant GPT2, coupled pyruvate oxidase/HRP Amplex Red fluorescence. Potency, µM (doses to about 57.7 µM), inactives show at the top dose activity change, negative = inhibition, hits mostly inhibitors. hit rate 0.25% among 100,000. AID 1671188; further: potency means the concentration at half of the fitted maximal effect; nearly all actives have a fitted effect of over 60% in size; many of its hits are not listed in these tables
# Target sequence (Q8TD30 whole entry, looked up): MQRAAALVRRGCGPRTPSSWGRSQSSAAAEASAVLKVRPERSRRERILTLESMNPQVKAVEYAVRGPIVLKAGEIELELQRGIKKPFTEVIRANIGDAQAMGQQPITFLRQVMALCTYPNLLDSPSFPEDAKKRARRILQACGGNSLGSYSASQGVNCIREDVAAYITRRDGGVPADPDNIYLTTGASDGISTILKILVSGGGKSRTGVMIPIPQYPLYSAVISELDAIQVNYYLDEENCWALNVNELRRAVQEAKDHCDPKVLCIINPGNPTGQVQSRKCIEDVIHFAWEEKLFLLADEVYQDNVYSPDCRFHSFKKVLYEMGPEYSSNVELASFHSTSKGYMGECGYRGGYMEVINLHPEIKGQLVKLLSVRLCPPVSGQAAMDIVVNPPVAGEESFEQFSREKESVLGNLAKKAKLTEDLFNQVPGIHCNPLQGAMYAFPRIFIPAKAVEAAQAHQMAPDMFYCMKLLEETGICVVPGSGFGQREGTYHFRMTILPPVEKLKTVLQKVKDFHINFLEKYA
#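 Fluorescence of coupled pyruvate oxidase/HRP/Amplex Red system (50uM Amplex, 30 min, dark) reports pyruvate formed by GPT2. Enzyme reaction: 10ng/uL GPT2, 2mM L-alanine, 250uM a-KG, 30 min room temperature, pH 7.5; 50uM AOA control.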
# HEK293 tox: cytotoxic compounds in HEK 293 cells; HEK 293 viability, ATP luminescence (CellTiter-Glo), 48-72 h; AID 1345083; hit rate 6.6% among 94,000; Potency, µM (highest dose often 115 µM), for inactives: at the highest dose activity change, negative = cytotoxicity, hits mostly inhibitors; further: potency means the concentration at half of the fitted maximal effect; nearly all actives have a fitted effect of over 60% in size
#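 Viability of HEK 293 cells, plated at 250 cells/well, was judged by cellular ATP after compound treatment for 48 or 72 hr. Luminescence was imaged 10 min after CellTiter-Glo addition at room temperature.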
# Luciferase inh: Photinus pyralis luciferase inhibition; P08659; purified P. pyralis luciferase, luminescence, biochemical; Potency, µM (titrated, usually from 115 µM), inactives show top-dose activity change, negative = inhibition, hits mostly inhibitors; hit rate 2.5% among 76,000; AID 1347043; further: potency means the concentration at half of the fitted maximal effect; nearly all actives have a fitted effect of over 65% in size
# Target sequence (P08659 whole entry, looked up): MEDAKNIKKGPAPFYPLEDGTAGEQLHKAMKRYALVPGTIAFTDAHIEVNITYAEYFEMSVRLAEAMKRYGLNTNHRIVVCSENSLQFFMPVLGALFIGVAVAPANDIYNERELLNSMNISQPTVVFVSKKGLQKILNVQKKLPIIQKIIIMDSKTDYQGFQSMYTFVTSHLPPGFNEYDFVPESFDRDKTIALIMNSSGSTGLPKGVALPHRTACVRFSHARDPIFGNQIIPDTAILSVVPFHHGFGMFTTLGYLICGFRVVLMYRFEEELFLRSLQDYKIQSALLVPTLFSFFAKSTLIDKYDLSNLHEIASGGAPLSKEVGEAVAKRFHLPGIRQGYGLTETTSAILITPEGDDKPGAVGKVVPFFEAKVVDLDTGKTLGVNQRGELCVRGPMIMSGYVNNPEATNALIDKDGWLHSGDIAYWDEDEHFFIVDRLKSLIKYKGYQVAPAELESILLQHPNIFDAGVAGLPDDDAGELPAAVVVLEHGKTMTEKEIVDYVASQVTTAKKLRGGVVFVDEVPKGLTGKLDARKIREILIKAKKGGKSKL
#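 Biochemical qHTS: compound (6-point titration) added to 10uM D-luciferin plus 10uM ATP in Tris acetate pH 7.5 buffer with Mg, Tween-20 and BSA, then purified enzyme at 10nM; light output imaged.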
# HEK293 viab: reduces viability of HEK-293 SNCA reporter cells | HEK-293-SNCA-luc viability, GF-AFC fluorescence, 24 h | Potency, µM (doses to about 57.1 µM), for the others: top-dose activity change, negative = cytotoxicity, hits mostly cytotoxic | hit rate 0.12% among 150,000 | AID 1671193;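 further: potency means the concentration at half of the fitted maximal effect; 0% = DMSO-treated cells and -100% = medium-only wells without cells; nearly all actives have a fitted effect of over 30% in size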
#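 HEK-293-SNCA-luc cells (1500/well) plated 24 h, then exposed 24 h to a dilution series; GF-AFC added 30 min at 37C, fluorescence 405/540 nm; normalised to medium-only and DMSO wells, Hill fit.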
# Numbers without * were called inactive; i = inactive; ? = inconclusive; . = not tested or not shown; [ ] = another dose, or the depositor's remark. Unless noted, the call rests on the fitted dose curve; in most records, active means well fitted curve in the direction sought with a large enough effect; inconclusive means small, poorly fitted or top-dose-only effect, or another doubt; inactive means no such curve, though single readings can be large; an effect the other way counts as inactive or inconclusive. Unless noted, on the % scale 0 is the no-effect control and ±100 the full control effect.
SMILES,SNCA expr inh,IP6K1 inhibitor,3T3 cytotox,GPT2 inh,HEK293 tox,Luciferase inh,HEK293 viab
COC(=O)[C@@H](C)NC(=O)[C@H]1CN(C(C)=O)CCN1C(C)=O,-5%[87.6 µM],11,i,-5%[88.5 µM],i,-6%[172 µM],5%[87.6 µM]
COc1ccccc1-n1c(=O)c(C(=O)NCC(F)F)nc2cccnc21,-5%,4,-13%,?,i,.,13%
COc1ccc(NC(=O)CSc2nccn2Cc2ccco2)cc1OC,63%[activator],-10,.,.,.,.,0%
COc1ccc(-c2cc(OC(=O)c3cccc(Cl)c3)c3c(C)oc(C)c3c(=O)c2)cc1,-3%,-18,.,.,.,.,-8%
Cc1ccc(C(=O)N2CCC3(CC2)NC(=O)N(c2ccccc2Cl)N3)cc1C,2%,18,?,?,?,21%,-8%
O=C(c1ccncc1)N1CCC2(CC1)CC(OCC1CC1)CCO2 (centres undefined),-9%,2,i,i,14%,-8%,-15%[12.5 µM]
CN(Cc1cccc(N2CCN(S(=O)(=O)c3ccc4ccccc4c3)CC2)c1F)S(C)(=O)=O,.,3,?,.,?,.,.
Cc1ccc(-c2c(C(=O)NCc3ccccc3)nc3sccn23)cc1,4%,14,-27%,4%,-7%,.,-15%
CC(C)N1CC[C@@H]2[C@H]1C(=O)NC[C@H](CCC(=O)N1CCc3ccccc31)N2C,1%[87.6 µM],-1,0%[138 µM],1%[88.5 µM],i,0%[172 µM],-6%[87.6 µM]
CNC(=O)[C@@H](Cc1ccccc1)N1CCC[C@H]1C(=O)NCCOC,-18%[87.6 µM],9,-12%[174 µM],-38%[88.5 µM],-6%[172 µM],-1%[172 µM],3%[87.6 µM]
Cc1ncc2n1C(=O)N(C1CCN(C(=O)c3ccccc3F)CC1)C2,-20%[87.6 µM],3,-15%[138 µM],i,-12%[172 µM],7%[172 µM],-12%[87.6 µM]
O=C(CSc1c2c(nc3ccccc13)CCC2)Nc1ccc(F)cc1F,?,51,.,.,.,.,-5%
Cc1noc(-c2cccc(F)c2)c1C(=O)NCc1cccc2ccccc12,9%,2,-17%,i,?,-1%,4%
Nc1nc(CCC(=O)N2CCn3nc(C(O)c4ccccc4)cc3C2)cs1 (centres undefined),-5%,-6,2%,2%[11.5 µM],-1%,-2%,0%
CCN(CC)C(=O)/C(C#N)=C/c1cc(O)c(O)c([N+](=O)[O-])c1,-18%[25.6 µM],-23,.,8.9µM*,.,.,-13%[23.9 µM]
CC(=O)N[C@@H]1CN(C(=O)C2(c3ccccc3)CC2)C[C@H]1CO,7%,-8,-5%,0%,1%,-1%,1%
CCCOc1cccc(C2c3c(oc4ccc(F)cc4c3=O)C(=O)N2CCCN2CCOCC2)c1 (centres undefined),22%,13,.,.,.,.,-15%
CCOc1ccc(/C=C/c2nc(C#N)c(NCc3ccccc3)o2)cc1,-1%,-10,.,.,.,.,-6%
CCCCCn1c(=O)[nH]c2cc(C(=O)NCc3ccc(C)cc3)ccc2c1=O,-2%,-11,.,.,.,.,-1%
CNC(=O)c1cc(C)nc2onc(C3CCCN(C(=O)Cc4cccc(Cl)c4)C3)c12 (centres undefined),.,1,-22%,.,-7%,.,.
O=C1NCc2ccccc2CC12CCN(CC1CCOCC1)CC2,-16%,13,-4%,i,-5%,.,0%
COc1ccc(C(=O)NC2CCN(Cc3cccc(-c4ccc(SC)cc4)c3)CC2)cc1,.,2,-20%,.,2%,.,.
CCc1ccc(NC(=O)Cn2c(-c3cccc(Cl)c3)nc(C)c(CCO)c2=O)cc1,-1%,1,?,-11%,28µM*,0%,-25%
CC1=C(C(=O)Nc2cccnc2)C(c2ccccc2Cl)n2nc(-c3ccccc3)nc2N1 (centres undefined),33%[activator],-3,.,.,.,.,-21%
CN1C[C@@H]2CCCN3CCC[C@@H]([C@H]23)[C@H]1CCCC(=O)N1CCCCC1,2%,-4,0%,i,8%,8%,-6%
CSc1ccc(NC(=O)C2CCN(c3ncccn3)CC2)cc1,77%[activator],25,.,.,.,.,-7%
O=C(c1ccccc1F)N1CCN(c2cc(-c3cccs3)[nH]n2)CC1,10%,-2,?,i,?,1%,5%
Cc1ccc(C#N)c(-c2cc(NCc3cccnc3)nc3[nH]ccc23)n1,-8%,9,-25%,-28%,4%,-8%,-21%
O=C(c1ccc(Cl)nc1)N1CCCC(C(=O)N2CCC(c3nc4ccncc4[nH]3)C2)C1 (centres undefined),-7%,24,-24%,i,-3%,.,12%
O=C1N(c2ccccc2)c2ccccc2C12CCN(Cc1cccnc1)C2 (centres undefined),-22%,-6,?,i,?,.,-6%
CCC(C)NC(=O)c1cc(-c2cccc(F)c2)nc2c1cnn2C (centres undefined),.,13,?,.,89µM*,.,.
Cc1ccc2nc3c(n2c1)C(c1ccccc1OCCN(C)C)CC(=O)NC3 (centres undefined),-1%,-3,0%,-5%,i,1%,0%
COc1cccc(C(=O)N2C[C@@H](C(N)=O)[C@@H]3Oc4c(C)cccc4[C@@H]32)c1,.,12,?,.,?,.,.
COc1ccc(NC(=O)C(=O)NCC2(c3ccccc3)CCCC2)c(OC)c1,0%,-27*,.,.,.,.,4%
Cc1ccccc1C(=O)N(Cc1sccc1C)C1CCS(=O)(=O)C1 (centres undefined),1%,17,.,.,.,.,-9%
COc1ccc(CCC(=O)NC2CC(=O)N(c3ccc(OC)cc3)C2)cc1 (centres undefined),-6%,4,.,.,.,.,24%
COCCNC(=O)CCCN1C(=O)COc2ccc(C(=O)COc3ccc(Cl)cc3C)cc21,-20%,2,-19%,i,?,-12%,-27%
CN(Cc1ccccc1)C(=O)c1cn(C)c2ccc(S(=O)(=O)N(C)C3CCCCC3)cc2c1=O,17%,10,.,.,.,.,-8%
COc1cc(C(=O)N2CCCN(S(C)(=O)=O)c3ccccc32)cc(OC)c1OC,-1%,1,-3%,4%,-13%,2%,-3%
COCCOCC(=O)N1CCCCCC1c1nnc(-c2ccccc2)o1 (centres undefined),83%[activator],-5,-12%,?,-1%,4%,2%
CC1CCC2(CC1)NC(=O)N(CC(=O)NC(C)CCc1ccccc1)C2=O (centres undefined),-13%,-11,-18%,-13%,-14%,7%,4%
COc1ccc(-c2cc(N3CCC(NC(=O)c4ccc(Br)cc4)C3)n[nH]2)cc1 (centres undefined),-10%,7,?,i,?,-20%,-9%
Cc1ccc(C)c(CSc2nc3ccncc3n2Cc2nc(-c3ccccc3Cl)oc2C)c1,-21%,-7,.,.,.,.,-6%
Cc1nc(C2(C)CCN(C(=O)CCCC(=O)n3nc(C)c4ccccc43)CC2)no1,?,-11,-10%,i,-26%,3%,1%
CCn1cc(C(=O)NCCc2ccc(Cl)cc2)c(=O)c2cc(S(=O)(=O)N3CCc4ccccc4C3)ccc21,15%,-9,.,.,.,.,4%
c1ccc(CC2=NOC3(CCN(CC4CCCCC4)CC3)C2)cc1,13%,-3,?,0%,?,.,-13%
Cc1ncc2c(c1CNC(=O)Cc1ccc(C(F)(F)F)cc1)CCNC2,-2%,-10,-6%,i,?,1%,3%
COc1ccccc1N1CCN(C(=O)C[C@@H]2O[C@H](CNC(=O)c3cccc(F)c3)[C@@H](O)[C@H]2O)CC1,-9%,1,-29%,-2%,-7%,4%,-1%
COCCOCc1nc(C2CCN(S(=O)(=O)c3ccc(F)c(C)c3)C2)no1 (centres undefined),-16%,-16,-27%,i,-29%,.,-1%
O=C(NCC(F)F)C1CCN(C(=O)c2ccc(-c3cncnc3)cc2)CC1,.,8,-16%,.,-9%,.,.

# For convenience, 2 of the compounds above.
SMILES,SNCA expr inh,IP6K1 inhibitor,3T3 cytotox,GPT2 inh,HEK293 tox,Luciferase inh,HEK293 viab
COc1ccc(-c2cc(N3CCC(NC(=O)c4ccc(Br)cc4)C3)n[nH]2)cc1 (centres undefined),-10%,7,?,i,?,-20%,-9%
Cc1ccc(C)c(CSc2nc3ccncc3n2Cc2nc(-c3ccccc3Cl)oc2C)c1,-21%,-7,.,.,.,.,-6%

# Additional compounds.
SMILES,SNCA expr inh,IP6K1 inhibitor,3T3 cytotox,GPT2 inh,HEK293 tox,Luciferase inh,HEK293 viab
O=c1cc(-c2ccc(F)cc2)nc(SCc2nc(-c3ccccc3Cl)no2)[nH]1,21%,19,.,.,.,.,3%
COc1cccc(C(=O)N2CCC(C(=O)N3CCCC3c3nc4ccncc4[nH]3)CC2)c1 (centres undefined),-10%,-9,5%,i,-2%,.,4%
O=C(NCCc1ccccc1)N1CC(Oc2ccccc2-c2nc(-c3ccccc3)no2)C1,-2%,17,28µM*,i,22µM*,?,-25%
Cc1cccc(NC(=O)N2CCCCC2c2nc(-c3cnccn3)n[nH]2)c1 (centres undefined),?,-15,i,-19%,-6%,-8%,0%
Cc1ccc(-c2nnc(Nc3ccc(Br)cc3)c3ccccc23)cc1S(=O)(=O)NCc1nc2ccccc2[nH]1,?,-6,.,.,.,.,-16%
CC(C)(C)OC(=O)N1CCC(c2c(C(=O)N3CCN(Cc4ccccc4)CC3)cnn2-c2ccc(Cl)cc2)CC1,?,-4,.,.,.,.,-16%
Cc1cnc(C2CCC2)n1CCNS(=O)(=O)c1cc(F)ccc1F,12%,-2,1%,i,-5%,3%,12%
COc1cccc(NC(=O)c2cnc(SCC(=O)N3CCOCC3)n(C)c2=O)c1,64%[activator],0,.,.,.,.,5%
CSc1ccc(-c2cccc(C=O)c2)cc1,100%[activator][87.6 µM],-9,?,i,-17%[172 µM],.,-19%[87.6 µM]
COc1ccc(CNc2nc3ccccc3c3nc(-c4ccccc4)nn23)cc1,25%,23,.,.,.,.,2%
Cn1ccnc1CNC(=O)CC(c1cccc(O)c1)c1ccccc1Cl (centres undefined),3%,0,i,0%,1%,-5%,-1%
Cn1cc(-c2ccc3c(n2)CN(CCOc2ccccc2)C(=O)CO3)cn1,?,-13,?,?,?,-21%[172 µM],-8%[87.6 µM]
O=C1NCCCCCCN(C(=O)c2ccoc2)[C@H]2CCCC[C@@H]12,?,11,-23%,i,-25%,-6%,-1%
COc1ccc(OC)c(CNS(=O)(=O)c2ccc3c(c2)CCCN3C(C)=O)c1,7%,3,.,.,.,.,1%
CC[C@H]1CN(C(=O)c2ccc(F)cc2)CC[C@H]1CC(=O)NC(C)C,-34%[87.6 µM],7,2%[174 µM],-4%[88.5 µM],i,2%[172 µM],-5%[87.6 µM]
Cc1nc(-c2c3n(c(=O)n(CC(=O)Nc4ccc(C)c(Cl)c4)c2=O)CCCC3)no1,?,8,3%,i,-2%,5%,8%

# Screening data: PubChem BioAssay, National Center for Advancing Translational Sciences (NCATS)
